OX1R antag-1 = human HCRTR1 antagonism | CHO/OX1R cells, Fluo-8 calcium fluorescence, orexin A | hit rate 0.43% among 330,000 | O43613 | inhibition, % at 5 µM | AID 434989;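 active = inhibition above its plate's threshold, mean inhibition of all tested compounds on the plate plus 3 SD, cut at about 37% in these data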;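 note: 0% = orexin A challenge wells and 100% = SB-334867-A antagonist wells; not every result past the cut was called active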
Target sequence (O43613 whole entry, looked up): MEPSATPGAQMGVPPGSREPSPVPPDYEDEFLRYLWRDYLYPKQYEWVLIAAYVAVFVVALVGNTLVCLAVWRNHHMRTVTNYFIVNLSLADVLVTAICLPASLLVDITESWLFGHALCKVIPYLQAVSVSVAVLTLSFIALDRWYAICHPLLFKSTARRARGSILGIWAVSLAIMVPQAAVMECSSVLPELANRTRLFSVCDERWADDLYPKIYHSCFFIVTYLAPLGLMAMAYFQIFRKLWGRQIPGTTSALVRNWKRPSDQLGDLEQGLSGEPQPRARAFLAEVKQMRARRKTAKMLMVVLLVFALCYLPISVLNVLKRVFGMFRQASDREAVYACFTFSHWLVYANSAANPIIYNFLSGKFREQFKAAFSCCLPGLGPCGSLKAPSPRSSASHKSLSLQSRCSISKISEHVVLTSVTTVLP
OX1R antag-2 = OX1R (human) antagonism. O43613. OX1R-expressing cells, FRET antagonist read-out. inhibition, % at 6.6 µM. hit rate 1.8% among 330,000. AID 485270; in the data active = inhibition mostly above about 38%, no sharp cut-off; inactive = mostly below about 40%;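 note: 0% = agonist challenge alone and 100% = reference antagonist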
Numbers without * were called inactive; & = joins results of further samples.

SMILES	OX1R antag-1	OX1R antag-2
COc1ccc(NS(=O)(=O)c2cccc(C(=O)NNC(=O)c3ccc(=O)[nH]c3)c2)cc1	-19	4
Cc1ccc(C)c(-n2c(Cc3cc(=O)[nH]c(=O)[nH]3)nnc2SCC(=O)NCC2CCCO2)c1 (centres undefined)	8	13
O=C(Nc1c(Cl)cc(Cl)cc1C(=O)NCc1cccnc1)c1ccc(Cl)cc1Cl	-23	0
O=C(Nc1cccc(-n2cnnn2)c1)c1ccoc1COc1ccc(Cl)cc1	12	7
COc1ccccc1OCCNC(=O)CC(NC(C)=O)c1ccccc1 (centres undefined)	-2	26
CCCOc1ccccc1-n1sc2c(c1=S)-c1cc(OC)cc3c1N(C(=O)C3=O)C2(C)C	-13	8
CC(C)OC(=O)CSc1nnc(C2CCCCC2)n1N	-23	0
COc1cc(NC(C)C(=O)N2CC(C)OC(C)C2)cc(OC)c1 (centres undefined)	-19	27
CC1(C)CC(=O)c2cnc(NCC3CCCO3)nc2C1 (centres undefined)	-14	3
Cc1cccc(NC(=S)N(CCN(C)C)C(C)c2ccco2)c1 (centres undefined)	-10	3
COC(=O)c1ccccc1NC(=O)c1cnn2c(C)cc(C)nc12	-40	20
CNc1ncnc2c1ncn2[C@@H]1O[C@H](CO)[C@@H](O)[C@H]1O	9	16
CSc1ncccc1C(=O)NNc1cc(Cl)ccc1Cl	-10	15
COc1ccccc1-n1c(C)cc(/C=C2/C(=N)N3C(=NC2=O)SN=C3S(C)(=O)=O)c1C	-3	28
COC(=O)c1cc(OC)c(OC)cc1NC(=O)CSCc1c(C)noc1C	-23	6
CC1(C)C[C@H]2C3=CCC4[C@@]5(C)CC[C@H](O)[C@](C)(CO)C5CC[C@@]4(C)[C@]3(C)C[C@H]3O[C@@H]1[C@H](O)[C@]32CO (some centres undefined)	7	4
CC1CCN(CCCCOc2ccc(Br)cc2)CC1	-13	4
COc1cc(C(=O)OC2CCOC2=O)cc(Cl)c1OC (centres undefined)	0	7
O=C(CSc1ccccn1)N/N=C/c1ccccc1[N+](=O)[O-]	-9	36
O=C(CSc1nnc(SCc2cccc3ccccc23)s1)c1ccc2c(c1)OCO2	-10	5
COC(=O)c1cc(C(=O)Nn2cnnc2)cc([N+](=O)[O-])c1	2	44
COc1cccc(N(CC(=O)NC(C)c2ccccc2)S(C)(=O)=O)c1 (centres undefined)	-15	6
CCOC(=O)c1ccc(NC(=O)NCc2ccc(OC)cc2)cc1	-21	21
COc1ccc(NS(=O)(=O)c2c(C)cc(C)cc2C)cn1	-23	15
O=C(NCCO)C1CCN(S(=O)(=O)c2ccc(F)cc2)CC1	-8	10

Part of the list above in a different format:
SMILES: O=C(CSc1nnc(SCc2cccc3ccccc23)s1)c1ccc2c(c1)OCO2
  OX1R antag-1 = -10 | OX1R antag-2 = 5

SMILES: COC(=O)c1cc(C(=O)Nn2cnnc2)cc([N+](=O)[O-])c1
  OX1R antag-1 = 2 | OX1R antag-2 = 44

SMILES: COc1cccc(N(CC(=O)NC(C)c2ccccc2)S(C)(=O)=O)c1 (centres undefined)
  OX1R antag-1 = -15 | OX1R antag-2 = 6

SMILES: CCOC(=O)c1ccc(NC(=O)NCc2ccc(OC)cc2)cc1
  OX1R antag-1 = -21 | OX1R antag-2 = 21

Other entries:
SMILES	OX1R antag-1	OX1R antag-2
CCC(=O)Nc1cc2nn(-c3ccc(C)cc3)nc2cc1C	-1	14
C#CCOCCOCCOCCNc1nc(N2CCN(C(=O)CCCCCCCCCCNC(=O)Cn3cc(C[C@@H](C)O)nn3)CC2)nc(N2CCN(C(=O)CCCCCCCCCCNC(=O)[C@@H]([C@H](C)CC)n3cc(CCCCCN)nn3)CC2)n1	8	-12
COc1ccc(CNC(=O)CN(c2ccc(OC)c(Cl)c2)S(=O)(=O)c2ccc(C)cc2)cc1	4	25
O=C(Cc1ccccc1)NNC(=S)Nc1ccccc1	-2	17
O=C(CSCc1cnn(-c2ccccc2)c1-n1cccc1)N1CCN(Cc2ccccc2)CC1	-27	24
C=CCNC(=O)/C(C#N)=C/c1c(N2CCN(c3ccc(OC)cc3)CC2)nc2c(C)cccn2c1=O	-28	24
CCOc1ccc2oc(C(=O)OCC(=O)N3CCCC(C)C3)c(C)c2c1 (centres undefined)	-28	-3
CC(C)Cn1c(N)c(C(=O)COC(=O)c2ccccc2Cl)c(=O)n(C)c1=O	-3	19
CC(=O)OC(C(=O)NC1CCCCC1)c1cccc(C)c1 (centres undefined)	-6	11
COc1ccc(NC(=O)c2cccc3c2C(=O)N(CC2CCCO2)C3)cc1OC (centres undefined)	-33	15
O=C(N/N=C/c1ccc(OC(=O)c2ccccc2)cc1)c1cccnc1	-10	7
Cc1ccc(-n2cnc3sc(C)c(C)c3c2=O)cc1	-31	35
CCCCN1CCCC1CNC(=O)c1cc(C#N)c2ccccc2c1OC (centres undefined)	-41	12
CC1CCCC(C)N1C(=O)Cc1ccccc1 (centres undefined)	-7	17
COc1ccc(/C=C/C(=O)NC(=S)NNC(=O)c2cccs2)cc1	-18	3
Cc1ccc2oc(C(=O)N3CCC(O)(c4ccccc4)CC3)c(C)c2c1	-28	15
COC(=O)C1(C)NC(c2ccco2)C2C(=O)N(c3ccc(F)cc3)C(=O)C21 (centres undefined)	-14	7
COc1ccccc1/C=C/C1(C(=O)NC2CCCC2)CC(=O)N1c1ccccc1 (centres undefined)	-42	13
CCN(CC)C(=O)Oc1ccc2c(c1)O/C(=C\c1ccco1)C2=O	7	3
Cc1ccc(NC2OC(CO)C(O)C(O)C2O)cc1 (centres undefined)	-21	17
COCCNC(=O)/C(C#N)=C\c1ccc(CNS(=O)(=O)c2ccc(C)cc2)o1	-25	36
Cc1ccc(Cl)cc1NS(=O)(=O)c1cc2[nH]c(=O)c(=O)[nH]c2cc1C	-9	6
COCC(=O)N(Cc1nc2sc(C)c(C)c2c(=O)[nH]1)C1CCCCC1	-20	16
COc1ccc(C2=CC(=O)CC(c3ccc(F)cc3)C2)cn1 (centres undefined)	-21	22
CCN(c1ccc(OC)cc1)S(=O)(=O)c1csc(C(=O)N2CCCC2)c1	-33	1

Copied from the listing, two compounds:
SMILES	OX1R antag-1	OX1R antag-2
COc1ccc(C2=CC(=O)CC(c3ccc(F)cc3)C2)cn1 (centres undefined)	-21	22
CCN(c1ccc(OC)cc1)S(=O)(=O)c1csc(C(=O)N2CCCC2)c1	-33	1

More records follow.
SMILES	OX1R antag-1	OX1R antag-2
Cc1ccc(Cl)cc1NC(=S)N(C)N	-21	7
CNC(=O)COc1coc(CN2CCN(c3ccccc3OC)CC2)cc1=O	1	13
c1cnc2c(c1)ccc1cccnc12	-10&-7	13&3
COc1cccc(C(=O)Nc2c3c(nn2-c2cccc(C)c2C)CS(=O)C3)c1OC (centres undefined)	-26	27
O=C(Nc1cccc([N+](=O)[O-])c1)C1C2/C=C\CCCCC21 (centres undefined)	-12	12
O=C(Nc1ccccc1C(=O)N1CCCC1)c1ccc(Cl)cc1Cl	-11	17
CC(C)CC(=O)NC(=S)Nc1cc(C(F)(F)F)ccc1N1CCOCC1	-11	13
CC1(C)CC(=O)C=C(NC2CCCCCC2)C1	-34	9
O=C(NCCN1CCCC1)c1ccc(Cn2c(=S)[nH]c3ccc(Br)cc3c2=O)cc1	-16	11
Cc1cc(NC(=O)CSCc2ccc([N+](=O)[O-])cc2)no1	-11	32
c1ccc2c(c1)OC(CCCN1CCCCC1)c1ccccc1S2 (centres undefined)	15	9
C=CCNC(=S)Nc1cccc([N+](=O)[O-])c1	5	7
CC(=O)c1cccc(N(C(=O)c2ccco2)C(C(=O)NC2CCCCC2)c2ccc(C)o2)c1 (centres undefined)	-20	40
CCOc1ccccc1C(=O)N1c2ccccc2Sc2ccccc21	2	39
Cc1ccc(O)c(N=Nc2ccc(S(=O)(=O)N3CCOCC3)cc2)c1	-25	20
COc1c(C=O)cc2c3c1CCCN3CCC2	-4	4
C=CCOc1ccc(CN(C)CC(=O)Nc2ccccc2[N+](=O)[O-])cc1	-29	7
CCN(CC)S(=O)(=O)c1ccc(Cl)c(NC(=O)COC(=O)c2cc(-c3ccccc3Cl)nc3ccccc23)c1	1	7
Cc1cccc(S(=O)(=O)Nc2nc3ccccc3nc2NCc2ccc3c(c2)OCO3)c1	-1	14
CCn1c(SCC(=O)N2CCc3ccccc3C2)nc2sc(C)c(C)c2c1=O	-39	15
CCOC(=O)c1c(C)[nH]c(C)c1S(=O)(=O)NCCc1ccc(SC)cc1	-2	26
COc1ccc([N+](=O)[O-])cc1C(=O)NCCOc1ccc(Cl)cc1	-33	23
COC(=O)[C@H](C)N(Cc1ccc(Cl)c(Cl)c1)S(=O)(=O)CCN1CCCC1	-20	7
O=C(N1CCCCC1)N1CCN(S(=O)(=O)c2cccc([N+](=O)[O-])c2)CC1	-10	16
O=C(CCc1ccc(Oc2cc([N+](=O)[O-])cc([N+](=O)[O-])c2)cc1)N1CCCCCC1	-35	21

Complete entries from above. Values in the order: OX1R antag-1 | OX1R antag-2
Entry for `c1cnc2c(c1)ccc1cccnc12` → -10&-7 | 13&3
Entry for `CCOC(=O)c1c(C)[nH]c(C)c1S(=O)(=O)NCCc1ccc(SC)cc1` → -2 | 26
Entry for `CCOc1ccccc1C(=O)N1c2ccccc2Sc2ccccc21` → 2 | 39

Going on with the list:
SMILES	OX1R antag-1	OX1R antag-2
CNC(=S)N1N=C(c2ccc(OC)cc2)CC1c1ccc(Cl)cc1Cl (centres undefined)	-46	12
CC(C)/C(=N/Nc1ccccc1[N+](=O)[O-])c1ccccc1	-13	-3
COc1cccc(CNC(=O)COC(=O)C2CCN(c3ccc(C(F)(F)F)cn3)CC2)c1	-17	9
COc1ccc(-n2c(N)c(C#N)c3ccc([N+](=O)[O-])cc3c2=O)cc1	-8	23
Nc1ccc(-n2nncc2-c2ccccc2)cc1	-7	5
CCCC(CCC(=O)Nc1cccc([N+](=O)[O-])c1)C(=O)O (centres undefined)	0	17
COC(=O)COc1cccc(NC(=O)c2cc(OC)cc(OC)c2)c1	-21	12
Cc1ccc(-c2nnc(N3CCOCC3)c3ccccc23)cc1S(N)(=O)=O	-19	15
CC(=O)/C(N=Nc1ccc(C(=O)O)cc1)=C(\C)O	-10	47
N#CC1=CN(Cc2ccccc2)C=C(/C=N/Nc2ccccc2)C1	-16	26
CCOC(=O)c1cc(-c2ccccc2)sc1NC(=O)C(C)C	-38	20
COc1cc(C(=O)Nc2ccc(N3CCCS3(=O)=O)cc2)c([N+](=O)[O-])cc1OC	-13	44
CC(C)C[C@@H](CSc1ccccc1)N1CCN(CC(C)C)CCC1=O	-30	18
CNC(=O)C1CCCN1S(=O)(=O)c1ccc(OC)cc1 (centres undefined)	-12	8
CC(C)(C)OC(=O)CNC(=O)c1nc[nH]c1C(=O)NCC(=O)OC(C)(C)C	-5	13
Cc1cc(NS(=O)(=O)c2ccc(NC(=O)/C=C/c3ccc(C)o3)cc2)nc(C)n1	3	7
O=C(N/N=C/c1ccccn1)c1cccc([N+](=O)[O-])c1	-9	40
COc1ccc(Cl)cc1N1C(=NC(=O)C2CCCO2)SC2CS(=O)(=O)CC21 (centres undefined)	2	15
NC(=O)c1c(N)sc(=S)n1-c1ccccc1	1	37
COc1cc(OC)c(NC(=O)Nc2ccc(OC)c(OC)c2)cc1Cl	-5	9
COc1cccc(SCc2noc(C(=O)NCCN(C)C)c2C(=O)NCCN(C)C)c1	-2	12
O=c1[nH]c(CN2CCN(c3ccccc3O)CC2)nc2scc(-c3ccccc3Cl)c12	-7	3
Cc1ccc(S(=O)(=O)c2n[nH]n3c2nc(=O)c2ccccc23)cc1	-6	37
Cc1ccc(C(=O)CCC(=O)Nc2cccnc2)cc1C	-21	24
Cc1cccc(-n2nc(C)c3c2NC2=C(C(=O)CCC2)C3c2ccccn2)c1 (centres undefined)	-18	21
SMILES	OX1R antag-1	OX1R antag-2
Cc1ccc(NC(=O)COC(=O)CCC(=O)c2cccs2)cc1C	-20	16
c1ccc(-c2cn(-c3ccccc3)c3[n+]2CCS3)cc1	-2	24
CCC(=O)c1ccc(OC(=O)c2ccc(Br)o2)cc1	40	-10
CCOc1ccc(NC(=O)c2ccccc2-c2ccccc2C(=O)O)cc1	2	19
CC(NC(=O)CCN1C(=O)c2ccccc2C1=O)c1ccccc1 (centres undefined)	-10	-5
CC(NC(=O)CN1C(=O)NC2(CCCCCCC2)C1=O)c1ccccc1 (centres undefined)	-15	8
CC1=C/C(=C\C=C(C#N)C#N)N(C)c2ccccc21	44*	21
CCC1SC2=NC(C)=C(C(=O)OC)C(c3cccs3)N2C1=O (centres undefined)	-34	27
CCN1CCCc2cc(CN(CCN3CCOCC3)C(=S)Nc3cccc(OC)c3)ccc21	-45	24
O=C(O)C1=CC(=C(c2ccc(O)c(C(=O)O)c2)c2ccc(O)c(C(=O)O)c2)C=CC1=O	-8	6
C#CCNc1c2c(nc3ncnn13)CC(C)CC2 (centres undefined)	-16	13
COC(=O)c1cccc(NS(C)(=O)=O)c1C	-7	8
NC(=O)c1ccccc1N/C=C1\CCCCC1=O	4	12
COc1ccc(C(=O)C2C(c3ccc(-c4ccccc4[N+](=O)[O-])o3)NC(=O)NC2(O)C(F)(F)F)cc1 (centres undefined)	-5	14
O=C(O)CN1C(=O)/C(=C/c2ccccc2Cl)Oc2ccccc21	2	30
Cc1ccc2c(c1)-n1c(nc3cc(Cl)ccc3c1=O)C(Cc1ccccc1)NC2=O (centres undefined)	-18	-3
COCCCn1c(SCCc2ccccc2)nc2cc(OC)c(OC)cc2c1=N	21	35
O=c1nc(-c2ccccc2)n(-c2ccc(Cl)cc2)[nH]1	-8	11
Cc1cc(NC(=O)COC(=O)COc2ccc3c4c(c(=O)oc3c2)CCC4)no1	-21	7
Cc1ccc(C(=O)COC(=O)CNC(=O)Cc2ccccc2)cc1[N+](=O)[O-]	-20	18
